AmpC inh det – inhibitors of E. coli AmpC beta-lactamase with detergent. P00811. purified AmpC, nitrocefin hydrolysis with detergent. Potency, µM (highest dose often 28.7 µM), for the others: at the top dose activity change, negative = inhibition. actives 0.09% (n = 71,000). AID 584; active = well fitted curve in the direction sought with a large enough effect
Target sequence (P00811 whole entry, looked up): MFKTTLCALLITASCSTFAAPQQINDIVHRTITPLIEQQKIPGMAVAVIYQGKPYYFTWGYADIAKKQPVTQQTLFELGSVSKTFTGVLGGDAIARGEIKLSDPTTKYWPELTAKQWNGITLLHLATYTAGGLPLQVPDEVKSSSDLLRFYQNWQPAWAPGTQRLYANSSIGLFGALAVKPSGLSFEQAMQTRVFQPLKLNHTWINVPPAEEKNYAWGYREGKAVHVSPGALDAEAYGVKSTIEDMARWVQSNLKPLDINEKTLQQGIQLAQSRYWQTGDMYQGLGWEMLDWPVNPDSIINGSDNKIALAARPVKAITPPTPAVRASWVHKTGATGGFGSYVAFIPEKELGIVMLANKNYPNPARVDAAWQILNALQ
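E. coli AmpC (5.3 nM) in 20 mM phosphate pH 7.0 with 0.01% Triton X-100, preincubated 15 min RT with compound; nitrocefin (2 uL of 800 uM stock) hydrolysis followed by 480 nm absorbance every 20 s over 4 min.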
Starred values were filed as active, the others as inactive; & = joins results of further samples; [ ] = another dose, or the depositor's remark. % is scaled to controls: 0 for no effect and ±100 for the full control effect; potency is read from the fitted curve at half-maximal effect. An excerpt; rates above refer to the full screens.

SMILES | AmpC inh det
CC(=O)N1CSCC1C(=O)N1CCN(c2ccc(N3CCOCC3)nn2)CC1 (centres undefined) | 12%
C[N+](C)(C)CCOC(=O)CBr | 0%
CSCCC(NC(N)=O)C(=O)NCc1ccccc1Cl (centres undefined) | 9%
CCOC(=O)Nc1sc(C(=O)N(CC)CC)c(C)c1C(=O)OCC | 0%
Cc1ccc2c(c1)nnn2C1CCN(S(=O)(=O)c2cccc(S(=O)(=O)N(C)C)c2)CC1 | -1%
Cn1c(=O)n(CCOc2ccccc2Cl)c2ccccc21 | 6%
COc1cc(OC)cc(C(=O)N2CCN(S(C)(=O)=O)CC2)c1 | -5%
COc1ccc(CCNC(=O)CN2C(=O)c3ccccc3S2(=O)=O)cc1 | -5%
COCCNC(=O)c1ccc2c(c1)ncn2-c1ccc(F)c(F)c1 | -2%
O=C(Cn1cc2c(n1)CCCC2)NCc1cccnc1 | 13%
CCOC(=O)N1CCN(c2nc(C)c3c(n2)CC(C)CC3=O)CC1 (centres undefined) | 0%
Cc1ccccc1-n1nnnc1SC1CCOC1=O (centres undefined) | -3%
COc1cccc(OCCNC(=O)c2cccc(OC)c2)c1 | -2%
CCNC(=O)CC1C(=O)N(c2ccc(F)cc2)C(=O)N1Cc1ccc(OC)cc1 (centres undefined) | 0%
O=C(NCN1C(=O)C2C3C=CC(C3)C2C1=O)Nc1nncs1 (centres undefined) | -3%

The list continues:
SMILES | AmpC inh det
COc1ccc(CNc2n[nH]c(NCc3ccc(OC)c(OC)c3)n2)cc1OC | -6%
N/C(CSc1nc(-c2ccccc2)c(-c2ccccc2)o1)=N\O | -3%
Cc1ccc(-n2nc(-c3cccs3)cc2C(=O)NCC2CCCO2)c(C)c1 (centres undefined) | -6%
CN1C(=O)N(C)C2(CC1(C)C)CC(C)(C)N(C)C(=O)N2C | -4%
O=C(CCN1C(=O)c2ccccc2C1=O)Nc1ccc(-c2cn3ccsc3n2)cc1 | -1%
CC1CCc2c(sc3nc(C4CC4)nc(SCC(=O)NCc4ccco4)c23)C1 (centres undefined) | 13%
N=c1n(CCN2CCCCC2)c2ccccc2n1CC(O)COc1ccccc1 (centres undefined) | -1%
CCCc1nc(N2CCN(C)CC2)c2sc(=S)n(-c3ccccc3)c2n1 | 6%
Cn1cnc2c(sc3nc(N4CCOCC4)c4c(c32)CC(C)(C)OC4)c1=O | 10%
c1ccc(NCc2nc(-c3ccccc3)no2)cc1 | -1%
N#CCCN1CCN(S(=O)(=O)c2ccc(C#N)cc2)CC1 | -2%
Cc1cnc(C(=O)OCC(=O)NC2CCCC(C)C2C)cn1 (centres undefined) | -4%
CCOc1cc(C2/C(=C(\O)c3cc(C)ccc3C)C(=O)C(=O)N2CCN(C)C)ccc1O (centres undefined) | 1%
O=C(CCCc1ccccc1)NC1CCSC1=O (centres undefined) | -3%
COC(=O)C1=C(C)C(c2ccc(OC)cc2OC)NC(=O)N1 (centres undefined) | 10%

Additional structures follow.
SMILES | AmpC inh det
CCN(CCCNC(=O)CN(C)S(=O)(=O)c1cccc2nsnc12)c1ccccc1 | 1%
COc1ccc(OC)c2[nH]c(=O)c(CCNC(=O)c3cc4ccccc4o3)cc12 | 7%
CCOc1ccc(-n2c(Cc3cc(=O)[nH]c(=O)[nH]3)nnc2SCc2cccnc2)cc1 | 12%
COc1cccc(NC(=O)C2CC(=O)OC23CCOC(C)(C)C3)c1 (centres undefined) | 8%
Cc1nnc(NC(=O)Oc2ccccc2)s1 | 14%
CCOC(=O)C1CCCN(S(=O)(=O)c2cccs2)C1 (centres undefined) | 16%
CCc1nnc(NC(=O)CSc2nnc(-c3cc4ccccc4cc3O)n2CCOC)s1 | -3%
Cc1cccc2sc(NC(=O)C3CCCN(S(=O)(=O)c4cccc5nonc45)C3)nc12 (centres undefined) | -1%
CCOc1ccc(S(=O)(=O)NCCC(=O)OCN2C(=O)c3ccccc3C2=O)cc1 | -2%
O=C(NC1CCCCC1)c1ccc(N2CCCC2=O)cc1 | 1%
CCN(CC)c1ccc(NC(=O)Nc2cccc(C(C)=O)c2)cc1 | -2%
CC(=O)N1c2c(cc(Br)cc2S(=O)(=O)N2CCN(C(=O)c3ccco3)CC2)CC1C (centres undefined) | -6%
CC1=CC(=O)C2=C(C)CC[C@@H]3[C@@H](OC(=O)[C@H]3C)[C@H]12 | -1%[12.8 µM]
COC(=O)c1cc(NCc2c(F)cccc2Cl)ccc1N1CCOCC1 | 23%
O=C(NC(C(=O)O)c1ccccc1)c1ccc(S(=O)(=O)N2CCOCC2)cc1 (centres undefined) | -1%

More records:
SMILES | AmpC inh det
O=C(Nc1ccc2c(c1)OCCO2)C1CCCN(c2ncccn2)C1 (centres undefined) | -2%
Cc1ccc2cc3c(nc2c1)N(Cc1ccco1)CC3 | -4%
CCOc1ccc(NC(=O)C2CCCN(S(=O)(=O)c3c(C)nn(C)c3C)C2)cc1 (centres undefined) | 13%
O=C(c1ccncc1)N1CCC2(CC1)CCN(C(c1ccccc1)c1ccccc1)CC2 | -2%
CCc1ccc(S(=O)(=O)NCCc2cn3ccccc3n2)s1 | -1%
CC(C)(Oc1ccc(-c2ccco2)cc1)C(=O)O | -2%
COCCNC(=O)CN1c2ccccc2CC1C (centres undefined) | -1%
O=C(Cn1cnc2c(nnn2Cc2ccccc2F)c1=O)N1CCN(c2ccccc2)CC1 | -3%
CC(=O)NCCc1nc2ccccc2[nH]1 | 15%
CCCCCC(=O)Nc1ccc2oc(-c3ccncc3)nc2c1 | 15%
COCC(=O)Nc1c(C(=O)Nc2ccccc2OC)oc2ccccc12 | -2%
COc1ccc(CNc2nc(NCc3ccc(OC)cc3)n(S(C)(=O)=O)n2)cc1 | -4%
CCCc1nc2n[nH]c(N)c2c2c1CCC2 | -2%
CCn1nnnc1SCC(=O)N(C1CCCCC1)C1CCCCC1 | 2%
O=C1CCCC2=C1C(c1cccs1)n1nc(SCc3ccccc3F)nc1N2 (centres undefined) | 18%

(more compounds)
SMILES | AmpC inh det
OC(CCN1CCOCC1)(c1ccc(Cl)cc1)C1CCCCC1 (centres undefined) | -1%
C[C@@H](Cc1ccc(OCC(=O)O)cc1)NC[C@H](O)c1cccc(Cl)c1 | -4%&0%
CCS(=O)(=O)N1CCC(C(=O)NCCc2ccc(OC)c(OC)c2)CC1 | 2%
C=CCSc1nc2c(c(=O)n(C)c(=O)n2C)n1CC | -4%
CCOc1ccccc1N(CC(=O)N1CCOCC1)S(=O)(=O)c1ccc(SC)cc1 | 1%
C=CCn1c(CC#N)nnc1N1CCOCC1 | 1%
O=C(CN1CCOCC1)N1CCN(S(=O)(=O)c2ccccc2)C1c1ccccc1 (centres undefined) | 12%
O=C(CN(Cc1ccccc1F)C(=O)c1ccco1)NCc1ccc(F)cc1 | 9%
CCSc1oc(-c2ccco2)nc1S(=O)(=O)c1ccccc1 | -3%
CCc1cc(=O)oc2cc(OC(C)C(=O)O)c(Cl)cc12 (centres undefined) | -2%
Cn1c(=N)n(CC(O)c2cccc3ccccc23)c2ccccc21 (centres undefined) | -3%
CC(=O)OCc1cc2cc(C)ccc2[nH]c1=O | 1%
CN1C(C(=O)Nc2ccccn2)=C(O)c2ccccc2S1(=O)=O | 0%
COCCCNC(=O)CC(NS(=O)(=O)c1ccc(Cl)cc1)c1ccco1 (centres undefined) | -4%
COc1ccc(-c2noc(CCC(=O)N3CCN(Cc4ccccc4)CC3)n2)cc1 | 0%

Other structures follow:
SMILES | AmpC inh det
O=C(CCN1CCc2ccccc2C1)Nc1ccc(F)cc1 | 0%
CCOc1ccc(N2C(=O)CSC2c2ccncc2)cc1 (centres undefined) | -1%
Nc1nonc1-n1nncc1-c1ccccc1 | -2%
Cc1ccc(-c2nnc3c4ccccc4c(C)nn23)cc1NC(=O)CN1CCOCC1 | -4%
CCc1cc2c(NCCN3CCCCC3)ncnc2s1 | 12%
Clc1ccc(Cl)c(-c2nn3c(Cn4cnc5ccccc54)nnc3s2)c1 | -1%
COc1cccc(-n2c(SCC(N)=O)nnc2-c2ccncc2)c1 | -6%
Cc1cc(NC(=O)c2ccc(NC(=O)c3cccs3)cc2)no1 | -7%
CC(=O)OCC(OC(C)=O)C(OC(C)=O)C(OC(C)=O)C(=O)Nc1ccc(C)cc1 (centres undefined) | 6%
Cc1cccc(OCCn2c(CCCO)nc3ccccc32)c1 | -2%
O=C(COc1ccc2ccccc2c1Br)Nn1cnnc1 | -2%
CCc1cc(Cl)c(OC)c(C(=O)NC[C@@H]2CCCN2CC)c1O | -6%[12.8 µM]
Cc1c(NC(=O)c2cc(-n3cnnc3)ccc2Cl)cccc1-c1nc2ccccc2o1 | -2%
N#Cc1c(NC(=O)CSc2ncn(-c3ccccc3)n2)sc2c1CCCC2 | -3%
Cc1nnc(SCC(=O)NCc2ccc3c(c2)OCO3)[nH]c1=O | -3%

(listing goes on)
SMILES | AmpC inh det
Cc1cc2c(cc1C)C(=O)NC(C)(C)C2 | 7%
Cc1nc(N2CCCC2)c2ccsc2n1 | -5%
COc1cccc(Cn2c(=O)c(-c3ccc(F)cc3)nc3cnc(OC)nc32)c1 | 2%
CCc1nc(Sc2nc(C)cc(C)n2)c2oc3ccccc3c2n1 | -1%
COC(=O)c1nc2n(n1)C(c1cccc(Cl)c1)C1=C(CCCC1=O)N2 (centres undefined) | 11%
COc1cc(NC(=O)Nc2ccccc2OC)c(OC)cc1NC(=O)CN1CCCCC1 | 13%
O=C(NC1=NCCS1)C1Cc2ccccc2CN1C(=O)c1ccccc1 (centres undefined) | -3%
CCN(CC)C(=O)CSc1nc2cccnc2n1-c1ccccc1OC | -3%
Cc1cc2c(cc(C(=O)OC(C(=O)NCc3ccco3)C(C)C)n2C)o1 (centres undefined) | -2%
CCSc1nc(C)cc(Oc2ccc(=O)n(C)n2)n1 | 0%
CCn1c(SCC(=O)Nc2cc(C)ccc2C)nc2c(c1=O)SC(C)C2 (centres undefined) | 14%
Cn1c(=O)c(C(=O)Nc2cnccn2)c(O)c2ccccc21 | 9%
CC(=O)N1CCN(c2ccccc2NC(=O)COc2ccc(Cl)cc2Cl)CC1 | -3%
Oc1ccccc1C1=Nc2ccccc2N=C(c2ccco2)C1 | -4%
COC(=O)c1[nH]c2ccccc2c1NC(=O)CN1CCN(c2cccc(OC)c2)C(C)C1 (centres undefined) | -3%

4 entries from above, as labelled records:
CCn1c(SCC(=O)Nc2cc(C)ccc2C)nc2c(c1=O)SC(C)C2 (centres undefined)
- AmpC inh det: 14%
Cn1c(=O)c(C(=O)Nc2cnccn2)c(O)c2ccccc21
- AmpC inh det: 9%
Oc1ccccc1C1=Nc2ccccc2N=C(c2ccco2)C1
- AmpC inh det: -4%
COC(=O)c1nc2n(n1)C(c1cccc(Cl)c1)C1=C(CCCC1=O)N2 (centres undefined)
- AmpC inh det: 11%

Returning to the listing, starting two compounds before the break.
SMILES | AmpC inh det
Oc1ccccc1C1=Nc2ccccc2N=C(c2ccco2)C1 | -4%
COC(=O)c1[nH]c2ccccc2c1NC(=O)CN1CCN(c2cccc(OC)c2)C(C)C1 (centres undefined) | -3%
CCSc1nnc(Nc2ccccc2)s1 | 11%
CCOc1ccccc1CNc1ccc(N2CCOCC2)c(C(=O)O)c1 | -4%
O=C(CC1(C(F)(F)F)OCCO1)Nc1ccc2c(c1)OCO2 | -1%
CC1(C)CC(=O)C(C=Nc2ccccc2)=C(O)C1 | -2%
CC1CCc2c(nc3ncnn3c2N2CC(C)OC(C)C2)C1 (centres undefined) | -5%
Cn1c(CCNC(=O)c2ccco2)nc2cc(NC(=O)C3CCCCC3)ccc21 | -1%
C=CCn1c(=O)c2ccccc2n2c(SCC(=O)/C(C#N)=C(\C)N)nnc12 | -4%
CCC(=O)Nc1ccc(NC(=O)c2ccco2)cc1 | 0%
O=C(Nc1ccc2c(c1)nc1n2CCSC1)c1ccco1 | 12%
c1cncc(-c2nn3c(Cn4cnc5ccccc54)nnc3s2)c1 | -1%
COc1nc(Nc2ccc(O)cc2)nc(OC(C(F)(F)F)C(F)(F)F)n1 | -4%
CCC1CCCCN1C(=O)CSc1nnc(-c2cccs2)o1 (centres undefined) | -2%
Cc1cc(N2CCC(N(C)C3CCCC3)CC2)nc2cc(O)ccc12 | 14%
CCOc1ccc(CCNC(=O)c2cccnc2N2CCCC2)cc1OCC | -2%
O=C(CSc1nnc(-c2cccnc2)n1Cc1ccco1)N1CCc2ccccc21 | 8%

Continuation:
SMILES | AmpC inh det
COC(=O)c1ccc(CN(c2ccccc2OC)S(=O)(=O)c2cccs2)o1 | -2%
O=C(NCCCN1CCN(Cc2ccccc2)CC1)C1CCN(c2nnc(-n3cccc3)s2)CC1 | 10%
COc1cccc2c(=O)n(CC(=O)NC3CCCCC3)ccc12 | 10%
CCNc1nc(NC(C)(C)C)nc(N(CC)n2cnnc2)n1 | -2%
N[C@H](Cc1ccc(O)c(I)c1)C(=O)O | -2%
Oc1c(C(Nc2ccccn2)c2ccccn2)ccc2cccnc12 (centres undefined) | -2%
CCCn1c(=O)c2ccccc2n2c(SCCOc3ccc(OC)cc3)nnc12 | -10%
CC(C)(C)c1cc(C(F)(F)F)nc(SCCCNC(=O)c2ccco2)n1 | -8%
CC(=O)[C@H](CC(C)C)NC(=O)[C@@H](CC(C)C)NC(=O)[C@H](CC(C)C)NC(=O)OCc1ccccc1 | -3%
CCC(C)Oc1cccc(C(=O)Nc2ccccc2N2CCOCC2)c1 (centres undefined) | -4%
CC1(C)[C@@H]2CC[C@@](C)(C2)[C@H]1OC(=O)c1ccccc1C(=O)O | -6%[5.75 µM]

High-throughput results: PubChem BioAssay, National Center for Advancing Translational Sciences (NCATS)
